Assay outcomes deposited in PubChem by Broad Institute.
RAD52 anneal inh = RAD52 (human) annealing inhibition | P43351 | recombinant RAD52 DNA annealing, FRET fluorescence | inhibition, % at 18.7 µM | 360,000 tested, 0.46% active | AID 651710;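 active = every replicate showing at least 50% inhibition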
Target sequence (P43351 whole entry, looked up): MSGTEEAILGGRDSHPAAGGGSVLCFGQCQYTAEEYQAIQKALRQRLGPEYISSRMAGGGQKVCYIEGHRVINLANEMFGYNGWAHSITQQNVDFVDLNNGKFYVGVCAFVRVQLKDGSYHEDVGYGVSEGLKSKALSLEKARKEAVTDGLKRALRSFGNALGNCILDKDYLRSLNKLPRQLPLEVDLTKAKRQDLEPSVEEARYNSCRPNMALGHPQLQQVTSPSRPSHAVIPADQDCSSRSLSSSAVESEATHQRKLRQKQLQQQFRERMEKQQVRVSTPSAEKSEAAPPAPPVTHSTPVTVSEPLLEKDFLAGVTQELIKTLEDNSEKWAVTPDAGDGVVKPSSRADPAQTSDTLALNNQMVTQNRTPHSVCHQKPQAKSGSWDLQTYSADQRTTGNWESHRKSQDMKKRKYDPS
PglD DTNB = blocks C. jejuni PglD acetyltransferase activity | purified PglD enzyme, DTNB colorimetric CoA detection | inhibition, % at 12.5 µM | 360,000 tested, 0.098% active; in the data active = inhibition above about 16%, passing the limit was not always enough; also: strong numbers were not always called active
ERAP1 inh = blocks human ERAP1 aminopeptidase activity. inhibition, % at 10.7 µM. AID 652197. 340,000 tested, 0.15% active. recombinant ERAP1, Leu-AMC fluorescence, 60 min;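 active = mean replicate inhibition of at least 30%, or all replicates individually reaching that 30% level; inactive = mean below 30% and not every replicate reaching it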;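 also: 0% = neutral control wells and 100% = L-leucinethiol positive control wells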
miR122 inh = miR-122 inhibition in Huh7 cells. Huh7 miR-122 Renilla luciferase sensor, 48 h; neutral wells = 0, positive control = 100. activation (reporter increase), % at 12.5 µM. 340,000 tested, 0.3% active. AID 602342;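 active = mean replicate activation score at least 90 and every replicate individually at or above 90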;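 also: higher luciferase means less miR-122 activity so hits act as miR-122 inhibitors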
PGC1a acetyl inh = lowers PGC1a acetylation signal in U2OS cells. inhibition, % at 15.6 µM. AlphaScreen anti-acetyl-lysine; with virally co-expressed GCN5 acetyltransferase. AID 651687. 350,000 tested, 0.17% active;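 active = every replicate shows inhibition of at least 40%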;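 also: 0% = neutral control wells and 100% = positive control wells; some results beyond the cut were filed as inactive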
Cneo AK release = causes C. neoformans cell lysis | 360,000 tested, 0.2% active | adenylate kinase release luminescence, 4 h; normalised: neutral wells 0, clomiphene wells 100 | AID 651654 | lysis activity, % at 15 µM;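 active = mean lysis activity across replicates of at least 80%, whatever share of replicates individually reach that level; inactive = mean lysis activity below 80%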
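Material: C. neoformans cells; Schedule: 4 h static compound exposure, 37 °C, read 1 h post-reagent; Measured by: adenylate kinase release luminescence; Read-out: signal increase indicating cell lysis; Controls: Clomiphene as positive lysis control.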
RAD54 branch = blocks human RAD54 Holliday junction branch migration; 360,000 tested, 0.14% active; inhibition, % at 10.4 µM; FAM/BHQ fluorescence; AID 602329;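 active = mean normalized replicate activity at least 40 and at least half of replicates scoring 40 or more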;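 also: 0% = median of neutral control wells and 100% = median of positive control wells; inhibitors cause a drop in the FAM fluorescence signal; in these data hits start at about 50%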
E-selectin induc = E-selectin induction on HUVECs; 260,000 tested, 0.37% active; activation, % at 7.58 µM; P16581; HUVEC E-selectin immunofluorescence imaging; normalized: neutral wells 0, TNF-alpha wells 100;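 active = mean E-selectin-positive cell signal at least 10% of the positive control, reached in at least 60% of replicates, without over 20% cell loss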;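 also: in these data hits start at about 27%; measured in HUVEC primary endothelial cells; signal is the percent of cells scored E-selectin positive by PE staining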
Target sequence (P16581 whole entry, looked up): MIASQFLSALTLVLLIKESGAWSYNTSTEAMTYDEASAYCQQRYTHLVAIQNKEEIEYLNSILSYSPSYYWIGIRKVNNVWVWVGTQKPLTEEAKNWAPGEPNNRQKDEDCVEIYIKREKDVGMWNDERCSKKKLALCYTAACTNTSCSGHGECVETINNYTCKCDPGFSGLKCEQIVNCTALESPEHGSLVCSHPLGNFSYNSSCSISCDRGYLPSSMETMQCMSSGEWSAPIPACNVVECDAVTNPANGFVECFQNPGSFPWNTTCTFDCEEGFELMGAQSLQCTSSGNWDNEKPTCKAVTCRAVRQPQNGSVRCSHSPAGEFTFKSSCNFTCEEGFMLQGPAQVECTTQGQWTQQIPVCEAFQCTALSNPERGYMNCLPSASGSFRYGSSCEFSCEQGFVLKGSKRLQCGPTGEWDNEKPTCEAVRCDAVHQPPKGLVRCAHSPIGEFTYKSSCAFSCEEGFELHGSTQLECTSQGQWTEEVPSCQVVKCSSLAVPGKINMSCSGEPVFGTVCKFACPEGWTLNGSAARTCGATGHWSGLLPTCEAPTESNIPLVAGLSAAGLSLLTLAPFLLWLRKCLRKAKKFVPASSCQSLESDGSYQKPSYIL
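System: HUVEC / Compound: single concentration / Signal: immunofluorescence imaging / Read-out: percent E-selectin-positive cells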
Active calls of the source: *; . = no result given; & = joins results of further samples; [ ] = another dose, or the depositor's remark.

SMILES	RAD52 anneal inh	PglD DTNB	ERAP1 inh	miR122 inh	PGC1a acetyl inh	Cneo AK release	RAD54 branch	E-selectin induc
Cc1cc(OCC(=O)OCC(=O)Nc2ccc(Cl)cn2)ccc1Cl	-36	-1	1	-8	1	1	-3	.
COc1ccc(C2CC=C(C(C)=O)CN2S(=O)(=O)c2ccc(C)cc2)cc1 (stereo not given)	-7	5	-4	16	-10	2	-1	0.0
O=C(CSc1nc(O)cc(=O)[nH]1)N1CCCc2ccccc21	.	2	.	-6	4	19	2	.
CCc1nc2ccc(C(=O)Nc3ccc(NC(C)=O)cc3)cn2c1N(CCC(C)C)CCN(C)C	-9	4	-2	-1	.	1	-1	0.0
Cc1ccc(S(=O)(=O)CCC(O)c2ccc(Cl)cc2)cc1 (stereo not given)	-1	-4	3	0	.	2	6	.
Cc1ccc2nc(-c3ccc(Br)cc3)cn2c1	-15	4	-1	3	3	-4	-7	.
Cc1ccc(S(=O)(=O)Nc2ccc3c(c2)C(=O)N([C@@H](C)CO)C[C@H](C)[C@H](CN(C)C(=O)Nc2ccc(C(F)(F)F)cc2)OCCCC[C@H](C)O3)cc1	-13	.	0	.	-1	.	.	0.4
O=C(COC(=O)c1ccc(O)cc1)c1ccc2c(c1)OCCO2	-18	-5	-1	-6	-1	-16	3	.
S=C(Nc1ccccc1)N1CCN(Cc2ccccc2)CC1	0	1	-3	0	0	0	-8	0.3
CC(C)[C@@H](C(=O)O)N(Cc1cccc(CN([C@H](C(=O)O)C(C)C)S(C)(=O)=O)c1)S(C)(=O)=O	-84	-1	1	3	-2	0	1	.
O=C(Nc1cc(S(=O)(=O)N2CCCCCC2)ccc1OCC(F)(F)F)c1ccc(=O)[nH]c1	-13	-2	2	.	.	1	-8	.
O=C(c1ccccc1)c1c[nH]c(C(=O)NNc2cccc(Cl)n2)c1	-39	.	0	-4	3	.	.	.
Cn1c(=O)c2c(-c3ccccc3)n(Cc3ccccn3)cc2n(C)c1=O	.	2	.	2	-2	0	-3	.
C[C@@H]1CN([C@@H](C)CO)C(=O)CCCn2cc(nn2)CO[C@H]1CN(C)C(=O)CCCN(C)C	3&11	-5&1	0&1	-6	-14	0&-6	-25&6	-0.1&0.8
O=C(CSc1nnc(-c2ccc(Br)cc2)o1)Nc1cccc(C(=O)O)c1	-7	7	-16	-1	5	-1	1	0.3
CN(C(=O)c1ccccc1C(=O)OCC(=O)c1ccccc1)c1ccccc1	-29	1	0	1	5	0	-11	.
CCC(=O)NC(=S)Nc1ccc(NC(=O)c2ccco2)c(Cl)c1	-13	.	1	0	-5	.	.	.
O=c1nccc(N/N=C/c2cccc(O)c2)[nH]1	-11	12	0	1	-1	-1	-1	-0.3
O=C(CSc1ncnc2c1cnn2-c1ccc(F)cc1)NCc1ccc2c(c1)OCO2	.	0	.	-5	3	1	0	.
CCOC(=O)C(C)(C)n1nnc(-c2ccc([N+](=O)[O-])cc2)n1	-7	.	8	-2	-16	.	.	.
CCCC#Cc1ccc2c(c1)O[C@H](CN(C)C(=O)C1CC1)[C@H](C)CN([C@@H](C)CO)S2(=O)=O	-5	1	-4	-17[16.7 µM]	-2	51	6	0.4
N/C(Cc1ccc(Cl)cc1Cl)=N\OC(=O)c1ccc(Br)o1	-11	-4	1	.	-16	-5	-3	2.9
CN(C)C(=O)CCC(=O)N1CCCC(C(=O)c2ccc3c4c(cccc24)CC3)C1 (stereo not given)	-1	1	-1	-3	-5	-1	-8	.
Cc1ccc(S(=O)(=O)N2CCc3ccccc3C2CN2C(=O)c3ccccc3C2=O)cc1 (stereo not given)	.	4	.	-1	-37	-2	3	.
COc1ccccc1-c1nnc(SCC(=O)NC2CCCCC2)o1	0	-3	1	1	8	1	-1	-0.3
O=C(CCN1C(=O)[C@@H]2Cc3ccccc3CN2C1=O)N[C@@H](C(=O)O)c1ccccc1	-5	-1	2	0	-8	0	-10	.
C[C@H]1CN([C@@H](C)CO)C(=O)c2cc(NC(=O)Nc3ccc4c(c3)OCO4)ccc2O[C@@H]1CN(C)Cc1ccc(Oc2ccccc2)cc1	-24	1	2	-4[16.7 µM]	-5	2	2	-20
CO[C@@H]1CC[C@H]2CCOc3ccc(C#N)cc3C(=O)N(C)C[C@@H](OC)[C@@H](C)C(=O)N(C)C[C@@H]1O2	-3	-3	-5	.	.	6	8	.
CC(OC(=O)C1CC(=O)N(Cc2ccco2)C1)C(=O)Nc1ccccc1[N+](=O)[O-] (stereo not given)	-9	-3	1	-7	1	0	-13	-0.3
CCN(CC(=O)NC(=O)NC1CCCCC1)Cc1ccccc1	4	1	1	.	.	-1	-4	-0.5
O=C(c1cccs1)N1CCC(c2nc3c(nnn3Cc3ccccc3Cl)c(=O)[nH]2)CC1	6	0	0	-2	0	1	6	.
Cc1cccc(NC(=O)N(Cc2cc3cc(C)cc(C)c3[nH]c2=O)CC2COCCO2)c1 (stereo not given)	.	5	.	1	-14	1	5	.
O=C(NC1CCCCC1)c1ccc(-c2ccc(Cl)cc2)o1	-16	-3	-2	4	3	0	-27	-0.2
O=C(Nc1ccccc1)c1ccc(NCC2CCCO2)c([N+](=O)[O-])c1 (stereo not given)	.	-5	.	-5	-4	4	1	.
CCCc1nnc(SCC(=O)N2CCOCC2)n1CC1CCCO1 (stereo not given)	0	.	1	.	-1	.	.	3.2
CCC(C)/C(C)=N/NC(=O)c1ccc(CSc2nc3ccccc3s2)cc1 (stereo not given)	-20	-10	4	4	-8	-1	1	.
O=C(CN1CCN(Cc2ccccc2Cl)CC1)N=Nc1c(O)[nH]c2ccccc12	0	-5	0	-3	.	0	2	-1.2
Cc1ccc(C(C(=O)NC2CCCC2)N2CCc3ccccc32)cc1 (stereo not given)	-12	1	-6	5	-1	1	7	1.0
C/C(=N\OCC(=O)Nn1c(C)nc2ccccc2c1=O)c1cccs1	-2	.	-1	-8	-2	.	.	0.4
COc1ccccc1NCCC(=O)OCC(=O)Nc1cccc(S(=O)(=O)N(C)C)c1	-7	-8	3	.	.	1	-1	.

An excerpt from above, reduced to PGC1a acetyl inh, RAD54 branch and miR122 inh:
Compound	PGC1a acetyl inh	RAD54 branch	miR122 inh
Cc1ccc(S(=O)(=O)N2CCc3ccccc3C2CN2C(=O)c3ccccc3C2=O)cc1 (stereo not given)	-37	3	-1
COc1ccccc1-c1nnc(SCC(=O)NC2CCCCC2)o1	8	-1	1
O=C(CCN1C(=O)[C@@H]2Cc3ccccc3CN2C1=O)N[C@@H](C(=O)O)c1ccccc1	-8	-10	0

Further results follow:
SMILES	RAD52 anneal inh	PglD DTNB	ERAP1 inh	miR122 inh	PGC1a acetyl inh	Cneo AK release	RAD54 branch	E-selectin induc
CN(C)CC(=O)N[C@H]1CC[C@@H](CCn2cc(CN(C)C)nn2)O[C@@H]1CO	1	-1	0	.	2	1	-10	-1.0&-0.5
COc1ccc(CN2CCN(c3ncccn3)CC2)c(C)c1C	-14	0	-3	7	7	4	5	0.7
CC1(C2CC2)NC(=O)N(CC(=O)NCc2ccc(Cl)cc2Cl)C1=O (stereo not given)	3	-1	5	-2	4	1	-6	.
CCCCCN=Cc1c(C)[nH]n(-c2nc3ccccc3s2)c1=O	-34	5	2	-6	11	.	8	.
COc1ccc(CNC(=O)C[C@H]2C=C[C@@H](NS(=O)(=O)c3cccc(OC)c3)[C@@H](CO)O2)cc1	-2	.	1	.	-5	.	.	-0.3
CC(C)CN1C(=O)c2ccc(C(=O)Nc3ccc(OCC(=O)O)cc3)cc2C1=O	-6	-1	-28	-3	-5	-4	3	0.1
O=C(C[C@@H]1CC[C@H]2[C@@H](COC[C@@H](O)CN2Cc2ccccc2)O1)N1CCOCC1	-10	1	0	-2[16.7 µM]	1	-1	4	-0.1
O=C(NCC[C@H]1CC[C@H](NC(=O)c2cnccn2)[C@@H](CO)O1)c1ccc2c(c1)OCO2	-3	-4	0	.	16	0	5	0.2
Cc1c(/C=N/NC(=O)c2ccc(Br)o2)cnn1C	-20	0	.	-2	8	-2	-4	.
C[C@@H]1CN([C@H](C)CO)C(=O)Cc2cc(NS(=O)(=O)c3cccs3)ccc2O[C@@H]1CN(C)C(=O)Nc1cccc2ccccc12	.	3	.	7[16.7 µM]	-5	2	-3	-14
Cc1ccc(-c2nnc(SCC(=O)N/N=C/c3ccccc3C(=O)O)n2-c2ccc(C)cc2)cc1	2	1	.	-6	-7	1	4	-0.1
CCNC(=S)N(CCc1c(C)[nH]c2ccc(Cl)cc12)Cc1cccnc1	8	-3	-1	15	-1	0	7	-0.1
CSc1n[nH]c(-c2sccc2OCc2ccc(C)cc2)n1	.	-2	.	-1	.	-1	1	.
C[C@@H]1CCCCO[C@H](CN(C)C(=O)c2ccncc2)[C@H](C)CN([C@H](C)CO)C(=O)c2cc(NC(=O)C3CCCCC3)ccc2O1	9	-4	-3	0[16.7 µM]	13	-3	6	-0.1
Cn1c(=O)n(CC(N)=O)c(=O)c2c1nc1n2CCCN1Cc1ccccc1	-10	0	1	-1	1	0	1	0.0
O=C(COC(=O)C1CCN(c2ccc(C(F)(F)F)cn2)CC1)Nc1ccc(Cl)cc1	6	6	0	-1	-1	-4	10	0.3
CCC(=O)N[C@H]1CC[C@@H](CC(=O)NCc2cc(F)cc(F)c2)O[C@@H]1CO	-1	4	0	-3[16.7 µM]	-1	-2	-2	-0.3
COc1ccc(C(CNC(=O)CNC(=O)c2ccccc2Cl)N2CCCC2)cc1 (stereo not given)	-23	7	5	0	9	10	3	-0.1
CC(NC(=O)c1cc(S(=O)(=O)N2CCOCC2)ccc1F)c1ccc(-n2ccnc2)cc1 (stereo not given)	-18	-4	4	-2	-14	1	-10	-0.2
Cc1cccc(C(=O)N2CCN(c3ccc(N4CCOCC4)nn3)CC2)c1	-8	.	-7	8	3	.	.	.

Full records as entered above.
CCNC(=S)N(CCc1c(C)[nH]c2ccc(Cl)cc12)Cc1cccnc1 across the screens: RAD52 anneal inh = 8; PglD DTNB = -3; ERAP1 inh = -1; miR122 inh = 15; PGC1a acetyl inh = -1; Cneo AK release = 0; RAD54 branch = 7; E-selectin induc = -0.1
Cc1ccc(-c2nnc(SCC(=O)N/N=C/c3ccccc3C(=O)O)n2-c2ccc(C)cc2)cc1 across the screens: RAD52 anneal inh = 2; PglD DTNB = 1; ERAP1 inh = .; miR122 inh = -6; PGC1a acetyl inh = -7; Cneo AK release = 1; RAD54 branch = 4; E-selectin induc = -0.1
CCCCCN=Cc1c(C)[nH]n(-c2nc3ccccc3s2)c1=O across the screens: RAD52 anneal inh = -34; PglD DTNB = 5; ERAP1 inh = 2; miR122 inh = -6; PGC1a acetyl inh = 11; Cneo AK release = .; RAD54 branch = 8; E-selectin induc = .

(further entries)
SMILES	RAD52 anneal inh	PglD DTNB	ERAP1 inh	miR122 inh	PGC1a acetyl inh	Cneo AK release	RAD54 branch	E-selectin induc
COc1cccc2c1cc1c(=O)n(CC(=O)N3CCN(c4cccc(C)c4C)CC3)nc(C)n12	-12	-2	0	-2	.	0	-2	.
CN(C)CCCNC(=O)/C=C/c1ccc2c(c1)OCO2	.	-3	.	-5	-3	15	8	1.6
C[C@H](CO)N1C[C@H](C)[C@H](CN(C)C(=O)Nc2cccc3ccccc23)OCCCC[C@H](C)Oc2ccc(NC(=O)Nc3ccc4c(c3)OCO4)cc2C1=O	7	-3	0	7[16.7 µM]	-11	6	-1	-0.1
O=C(C[C@@H]1C=C[C@@H](NC(=O)CN2CCOCC2)[C@@H](CO)O1)NCc1cccc(F)c1	-5	0	2	10[16.7 µM]	5	-2	-7	0.0
CO[C@@H]1CN(C)C(=O)c2ccc(NC(=O)C3CCOCC3)cc2OC[C@H](C)N(Cc2nccs2)C[C@H]1C	-9	0	.	.	2	-3	-1	-0.1
Cn1c(=O)c2c(nc(N3CCN(C(=O)c4ccco4)CC3)n2CCSc2ncccn2)n(C)c1=O	6	3	4	.	4	21	10	-0.2
